# ERG-DNA inh = ERG Ets/DNA interaction inhibition | P11308 | fluorescence polarization, His-ERG Ets domain / labelled DNA | Potency, µM (titrated, usually from 76.9 µM), for inactives: at the top dose FP activity, negative = inhibition, actives largely listed as inhibitors | actives 0.028% (n = 370,000); active means well fitted inhibition curve with a large enough effect in the polarisation, with a control signal flat; inconclusive means small, poorly fitted or top-dose-only effect, or effect the other way, or a change in a side signal; inactive means no such curve, though single readings can be large or run the other way; the % refers to the polarisation;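 further: polarization taken with two DNA probes labelled with fluorescein and Texas red; potency means the concentration at half of the fitted maximal effect; % of control where 0% means no effect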
# Target sequence (P11308 whole entry, looked up, the tested form may be a part): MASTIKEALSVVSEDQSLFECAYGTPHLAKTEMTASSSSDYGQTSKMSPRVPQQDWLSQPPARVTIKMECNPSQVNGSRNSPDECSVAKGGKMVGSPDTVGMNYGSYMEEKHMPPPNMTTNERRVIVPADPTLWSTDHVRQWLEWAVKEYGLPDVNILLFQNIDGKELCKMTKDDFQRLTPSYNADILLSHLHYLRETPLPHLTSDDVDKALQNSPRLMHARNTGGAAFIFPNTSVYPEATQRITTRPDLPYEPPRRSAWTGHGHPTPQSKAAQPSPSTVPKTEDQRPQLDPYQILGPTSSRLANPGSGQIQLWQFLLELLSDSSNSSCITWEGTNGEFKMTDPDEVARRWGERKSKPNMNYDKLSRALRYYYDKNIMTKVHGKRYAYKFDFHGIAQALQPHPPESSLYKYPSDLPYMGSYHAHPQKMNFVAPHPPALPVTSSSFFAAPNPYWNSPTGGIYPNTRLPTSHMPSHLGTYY
#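 His-tagged ERG Ets domain (1 uM in the protein solution; 300mM KCl, 50mM Tris-HCl, 1mM EDTA, 1mM DTT, pH 7.5) received compound, then a probe mix of 5 nM fluorescein-DNA and 100nM Texas-615-DNA. Fluorescence polarization was read for both dyes.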
# LDHA block = blocks human lactate dehydrogenase A | purified LDHA, NADH/diaphorase-resazurin fluorescence; hits give low values | activity change, % (values are at about 110 or 230 µM) | actives 0.15% (n = 480,000) | AID 1347041; in the data active means activity change below about -30%; inconclusive means mostly about -25% to -30%;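 further: plate controls were DMSO wells for no effect and wells without enzyme for full effect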
#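 Resorufin fluorescence (ex540/em590), read at 0 and 20 min after diaphorase/resazurin addition, reports the NADH left after a 5 min room-temperature reaction of 2 nM human LDH5 with 0.06 mM NADH and 0.2 mM pyruvate.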
# Vif-APOBEC3G blk = inhibitors of Vif-APOBEC3G interaction. AID 602310. actives 0.076% (n = 410,000). Potency, µM (doses to about 46.1 µM), without a hit: top-dose activity, negative = active, most hits filed as inhibitors. HeLa A3G-eYFP + Vif (tagged APOBEC3G with the HIV-1 protein that degrades it), YFP fluorescence, overnight. Q9HC16;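 further: potency means the concentration at half of the fitted maximal effect; on the % scale 0 is the no-effect control and ±100 the full control effect; nearly all actives have a fitted effect of over 60% in size; hits raise eYFP signal because A3G escapes Vif-driven loss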
# Target sequence (Q9HC16 whole entry, looked up): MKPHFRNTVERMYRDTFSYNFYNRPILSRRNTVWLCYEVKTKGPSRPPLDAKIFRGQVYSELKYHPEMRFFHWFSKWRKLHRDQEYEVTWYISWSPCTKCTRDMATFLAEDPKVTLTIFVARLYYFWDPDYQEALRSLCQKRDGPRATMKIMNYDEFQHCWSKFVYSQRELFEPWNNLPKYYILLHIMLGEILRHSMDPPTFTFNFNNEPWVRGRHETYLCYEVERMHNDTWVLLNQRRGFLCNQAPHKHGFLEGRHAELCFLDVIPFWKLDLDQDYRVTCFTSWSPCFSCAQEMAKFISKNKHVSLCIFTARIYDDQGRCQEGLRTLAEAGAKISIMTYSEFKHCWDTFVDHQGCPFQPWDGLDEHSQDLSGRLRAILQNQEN
#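 HeLa cells stably expressing Vif and C-terminally eYFP-tagged A3G, seeded overnight at 37 deg C, then exposed to compound by pintool overnight at 37 deg C. Rise in yellow fluorescence (Ex 488/Em 500-530, Acumen) marks blocked Vif-driven A3G degradation.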
# 12-LOX inh = ALOX12 (human) lipoxygenase inhibition | Potency, µM (top dose mostly 108 µM), for inactives: top-dose activity change, negative = inhibition, hits mostly inhibitors | AID 1671190 | P18054 | purified 12hLO, xylenol orange hydroperoxide absorbance | actives 1.1% (n = 580,000); further: potency means the concentration at half of the fitted maximal effect; on the % scale 0 is the no-effect control and ±100 the full control effect
#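 Hydroperoxide product was detected by ferrous iron/xylenol orange as the 573 to 405 nm absorbance ratio. Arachidonic acid at 40 uM (final) was turned over for 30 min at room temperature by 150 nM human 12hLO, pH 7.0 Hepes buffer, after 15 min compound preincubation.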
# RGS4 inh = human RGS4 inhibition | P49798 | Transcreener GDP fluorescence polarization, RGS4-accelerated GTP hydrolysis | Potency, µM (series often up to 114 µM), for inactives: at the highest dose activity change, negative = inhibition, usual class: inhibitors | actives 0.039% (n = 390,000); further: potency means the concentration at half of the fitted maximal effect; on the % scale 0 is the no-effect control and ±100 the full control effect; nearly all actives have a fitted effect of over 75% in size; some results filed as inactive show a strong effect at the top dose
# Target sequence (P49798 whole entry, looked up): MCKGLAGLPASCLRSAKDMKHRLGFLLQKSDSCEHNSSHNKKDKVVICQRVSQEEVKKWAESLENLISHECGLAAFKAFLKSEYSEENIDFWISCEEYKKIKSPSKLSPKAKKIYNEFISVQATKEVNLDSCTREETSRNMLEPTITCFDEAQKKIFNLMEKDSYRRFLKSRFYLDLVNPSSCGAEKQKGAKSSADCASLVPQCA
#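 MLSMR compounds (23 nl, pin-transferred) preincubated 10 min at room temperature with a 500nM (2x) first reagent, then RGS4 at 900nM (2x) plus Transcreener GDP mix added; fluorescence polarization (620/688 nm) read before and after 90 min at 30 °C.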
# D2 agonist = activates the human D2 dopamine receptor; P14416; HEK293 T-REx D2 cells, calcium flux agonist mode; activation, % at 2 µM; actives 0.53% (n = 340,000); AID 485358;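 active means activation over 3 SD above normal in the single-dose calcium agonist read, cut at about 30% in these data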; further: 0% is about no effect
#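 Calcium-flux readout, 1 cycle/sec over 180 s following compound pin transfer, in inducible HEK293 Trex D2 cells (force-coupled); dopamine controls included. Positive calcium responses during this window marked compounds as potential agonists.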
# D2 antagonist = D2 dopamine receptor (human) antagonism. inhibition, % at 10 µM. HEK293 TREx D2 cells, calcium flux, dopamine EC80. AID 485344. P14416. actives 2% (n = 340,000); in the data active means inhibition above about 30%; further: 0% is about no effect
#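 Overnight-induced (tetracycline, 30 C) HEK293 T-REx cells carrying force-coupled D2 receive a no-wash calcium dye, then compound, then EC80 dopamine at 180 s; signals are read kinetically throughout.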
# Vif-A3F inh = inhibitors of Vif-A3F interaction | HeLa A3F-eYFP + Vif (tagged APOBEC3F with the HIV-1 protein that degrades it), YFP fluorescence increase | actives 0.2% (n = 390,000) | Potency, µM (titrated, usually from 46.1 µM), inactives show top-dose activity, negative = active; further: potency means the concentration at half of the fitted maximal effect; % of control where 0% means no effect; nearly all actives have a fitted effect of over 65% in size
#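 Fluorescence increase (Ex 488/Em 500-530) after overnight compound treatment at 37 deg C flags inhibition of Vif-driven A3F-eYFP loss in stable HeLa A3F-eYFP/Vif cells seeded overnight beforehand.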
# GRP78 ERSR act = inducers of ER stress response in human glioma cells; U87-MG GRP78 promoter luciferase reporter, 16 h; Potency, µM, for the others: at the top dose activation, usual class: activators; actives 0.02% (n = 420,000); further: potency means the concentration at half of the fitted maximal effect; series mostly up to about 76 µM; % of control where 0% means no effect; nearly all actives have a fitted effect of over 35% in size
#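 ERSR induction read as luciferase luminescence (Bright-Glo, 10 min at room temperature) in stably transfected human U87-MG glioma cells exposed to compounds for 16 h, using GRP78 as sensor.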
# * marks the source's active call; other numbers are inactive results; ? = inconclusive; . = not tested or not shown; [ ] = dose if it differs, or a comment. Unless noted, the call rests on the fitted dose curve; in most records, active means well fitted curve in the direction sought with a large enough effect; inconclusive means small, poorly fitted or top-dose-only effect, or another doubt; inactive means no such curve, though single readings can be large; an effect the other way counts as inactive or inconclusive.
SMILES,ERG-DNA inh,LDHA block,Vif-APOBEC3G blk,12-LOX inh,RGS4 inh,D2 agonist,D2 antagonist,Vif-A3F inh,GRP78 ERSR act
CC(C)[C@H](NC(=O)c1ccco1)C(=O)OCC(=O)N1CC(=O)Nc2ccccc21,8.2%,1.3,-7.4%,6.5%,-16.1%,-0.4,-6.0,2.3%,0.7%
O=C(O)c1ccc(N2C(=O)CC(N3CCN(c4cccc(C(F)(F)F)c4)CC3)C2=O)cc1 (configuration not stated),18.1%,1.4,2.0%,-1.8%,-21.2%,0.5,0.1,3.8%,-1.4%
COc1cccc(N2CCN(C(=O)c3nc(-c4ccc(Cl)cc4)n4c3CCCCC4)CC2)c1,0.6%,3.6,-4.6%,-14.7%,-14.0%,-0.4,.,0.1%,-3.3%
CCOc1ccc(CNC(=O)CN2C(=O)CCn3nc(-c4cn(C)c5ccccc45)cc32)cc1OC,0.9%,-5.0,-1.7%,-26.5%,1.7%,0.4,.,4.0%,-2.2%
Cn1c2ccccc2c(=O)c2cc(NCCCN3CCOCC3)ccc21,10.4%,18.2,12.1%,1.0%,5.2%,.,.,-8.0%,1.3%
Cc1cc2oc(=O)c(CC(=O)NCCc3ccccc3)c(C)c2c2occ(C(C)(C)C)c12,-4.7%,3.7,-2.9%,-1.2%,5.7%,0.1,.,-10.7%,-1.7%
CCOc1ccc(C(=O)OCC(=O)N2CCCC2)cc1,-0.4%,-2.7,0.3%,-2.6%,-5.5%,1.1,3.3,3.3%,10.9%
COc1cc2c(cc1OC)-c1cc(Nc3ccc(C(=O)O)cc3)nc(=O)n1CC2,4.4%,-9.3,2.8%,-19.8%,-6.9%,0.4,2.8,5.1%,5.9%
O=C(Nc1ccccc1C(=O)O)c1ccc2c(c1)C(=O)N(c1cccc([N+](=O)[O-])c1)C2=O,3.6%,1.0,-13.2%,-9.0%,-19.1%[56.9 µM],-0.7,3.3,0.8%,-3.9%
CCCCC(=O)Nc1ccccc1C(=O)OCC(=O)c1ccc2c(c1)OCCO2,-3.1%,0.1,-2.1%,6.3%,13.3%,0.4,-1.3,?,8.0%
CC(=O)Nc1cccc(Nc2ccc(C#N)cc2)c1,.,-3.7,-3.4%,-5.4%,.,.,.,.,1.6%
COc1cccc(-n2c(=O)c3cc(OC)c(OC)cc3n(CC(=O)Nc3ccccc3)c2=O)c1,0.1%,-1.2,6.1%,-12.2%,0.4%,-0.5,.,1.1%,-1.8%
Cc1ccc(S(=O)(=O)N(C)C)cc1-n1c(SCC(=O)Nc2ccccc2)nc2ccccc2c1=O,-11.5%,-9.9,-1.6%,-19.6%,3.4%,-1.9,2.0,0.8%,-4.1%
CC(=O)NC(CC(=O)NNC(=O)C(C)Oc1ccccc1F)c1ccccc1 (configuration not stated),-15.3%,-1.5,0.8%,7.6%,-1.1%,-0.4,6.5,7.8%,1.0%
O=C(c1snnc1-c1ccccc1)N1CCOCC1,7.0%,-8.0,3.5%,-6.1%,2.9%,0.4,21.0,2.2%,-3.6%
CC1(C(=O)Nc2ccc(Cl)c(Cl)c2)CCN1C(=O)CC1CCCC1 (configuration not stated),.,-2.1,-3.7%,-1.8%,.,.,.,.,-5.7%
Cc1oc(-c2cccc(Cl)c2)nc1Cn1c(SCc2ccc(F)cc2)nc2cccnc21,-6.7%,0.9,-3.7%,-14.8%,-15.5%,1.0,.,-0.5%,-0.7%
O=C(Nc1ccc(Cc2ccc(NC(=O)N3CCOCC3)cc2)cc1)N1CCOCC1,-3.8%,-6.7,-1.6%,-7.1%,-22.9%,0.5,8.6,0.2%,-5.9%
Cc1ccc(NC(=O)CSc2nnc(C)n3c2cc2sccc23)c(C)c1,0.2%,-12.1,-0.3%,-12.7%,7.3%,-0.2,.,9.5%,-2.6%
CS(=O)(=O)Nc1cccc(NC(=O)c2cccc3c(-c4cccc(C(N)=O)c4)coc23)c1,.,-1.3,-6.4%,4.8%,.,.,.,.,-2.8%
Cc1ccc2c(c1)cc1c(=O)n(CC(=O)N3CCCCC3)nc(C)n12,8.0%,-13.9,0.8%,-18.5%,9.7%,-0.4,.,-2.6%,-1.7%
O=C(CSCc1ccc(F)cc1)N1CCc2c([nH]c3ccccc23)C1c1ccc(Cl)cc1 (configuration not stated),-3.7%,0.7,7.8%,-17.6%,9.8%,3.9,.,-3.0%,-2.9%
O=C(NCc1ccc(F)cc1)c1cc2n(n1)CCCN(Cc1ccc(F)cc1)C2=O,-2.7%,0.1,0.5%,-4.7%,15.8%,-0.2,.,1.1%,-3.1%
CC(C)(C)OC(=O)N[C@@H](Cc1ccccc1)C(=O)N1CCC(C(=O)N[C@@H](Cc2c[nH]c3ccccc23)C(=O)O)CC1,8.6%,-2.3,-1.9%,?,-30.5%,-1.4,3.8,4.1%,-1.1%
CC(=O)NC(c1cccc(F)c1)c1nc(-c2csc3ccccc23)cs1 (configuration not stated),.,-2.7,-25.1%,?,.,.,.,.,-2.5%

# Profiles from above. Order of values: ERG-DNA inh, LDHA block, Vif-APOBEC3G blk, 12-LOX inh, RGS4 inh, D2 agonist, D2 antagonist, Vif-A3F inh, GRP78 ERSR act
# CC1(C(=O)Nc2ccc(Cl)c(Cl)c2)CCN1C(=O)CC1CCCC1 (configuration not stated) reads ., -2.1, -3.7%, -1.8%, ., ., ., ., -5.7%
# COc1cccc(-n2c(=O)c3cc(OC)c(OC)cc3n(CC(=O)Nc3ccccc3)c2=O)c1 reads 0.1%, -1.2, 6.1%, -12.2%, 0.4%, -0.5, ., 1.1%, -1.8%
# Cc1ccc(NC(=O)CSc2nnc(C)n3c2cc2sccc23)c(C)c1 reads 0.2%, -12.1, -0.3%, -12.7%, 7.3%, -0.2, ., 9.5%, -2.6%

# Carrying on.
SMILES,ERG-DNA inh,LDHA block,Vif-APOBEC3G blk,12-LOX inh,RGS4 inh,D2 agonist,D2 antagonist,Vif-A3F inh,GRP78 ERSR act
CCOc1ccc(NC(=O)Nc2cc(C)ccc2F)cc1,2.8%,-8.6,2.7%,-11.6%,31.0%,0.1,9.6,-4.7%,6.5%
CCCCC(O)(CCCC)C(=O)NNc1ccccc1,3.7%,-9.3,0.5%,-20.7%,5.8%,-1.3,6.9,-3.2%,-1.0%
COc1ccccc1-n1c(=O)c2c3c(sc2n(Cc2ccccc2F)c1=O)CN(C(C)=O)CC3,1.3%,0.6,1.3%,?,-0.7%,-0.9,.,1.5%,-0.8%
CC(=O)NCC(=O)N1CCC(n2nccc2NC(=O)CCCc2ccccc2)CC1,8.7%,-6.2,3.4%,-1.3%,-37.6%,0.1,6.7,3.3%,-0.8%
Cc1c(Cl)cccc1-n1ncc(C(=O)Nc2ccc(F)cc2F)c1C1CCN(C(=O)OC(C)(C)C)CC1,-0.8%,1.0,4.2%,-1.7%,2.8%,-0.2,.,4.2%,-2.0%
COc1ccc(CNC(=O)COC(=O)c2cc3ccccc3cc2O)cc1OC,1.6%,16.1,-4.8%,24.2%,-23.0%,.,.,-14.7%,-3.2%
CCOC(=O)C1=CN(c2cccc(F)c2)C=C(C(=O)OCC)C1c1cc(OC)c(O)c([N+](=O)[O-])c1,.,5.5,-0.8%,?,-17.2%,0.3,4.5,-4.7%,-1.4%
CC(=O)Nc1ccc(NC(=O)COC(=O)c2ccco2)cc1,-6.0%,-3.0,-0.6%,-4.6%,16.5%[56.9 µM],0.7,5.1,-7.2%,-1.1%
COc1ccc(N(C)S(=O)(=O)c2c(C)noc2C)c(OC)c1,7.0%,-1.9,-4.6%,?,5.8%,0.2,7.5,3.2%,-4.5%
NC(=O)CC[C@@H]1NC(=O)[C@@H]2CCCN2C(=O)c2cc([N+](=O)[O-])cc(I)c2NCCC[C@@H](C(N)=O)NC1=O,4.3%,4.8,-3.7%,?,-41.4%,1.0,-5.1,-11.3%,-1.5%
CCCN1CCN(C(=O)CN2C(=O)CC(C)(C)S(=O)(=O)c3ccccc32)CC1,1.7%,-8.5,1.9%,19.2%,-7.2%,0.6,-9.3,3.1%,-0.6%
COc1cc(OC)c(C2SCCCS2)cc1OC,-8.1%,-3.4,1.1%,-3.3%,15.0%,-0.5,-4.4,4.7%,-3.0%
COc1cc(S(=O)(=O)N2CCOCC2)ccc1NC(=O)CSc1n[nH]c(=O)[nH]c1=O,-7.5%,-8.2,2.2%,-26.0%,25.2%,0.1,5.4,5.7%,-3.6%
NC(=O)C1CCN(C(=O)C2(NC(=O)Nc3cccc(F)c3)CCCCC2)CC1,5.0%,-6.0,3.2%,2.6%,-2.1%,0.1,-18.8,-8.7%,-4.9%
CCOc1ccccc1N1CCN(Cc2ccco2)CC1,.,-6.6,-0.8%,?,0.7%,0.4,-10.0,-5.7%,-3.5%
O=C(NCCC(=O)N1CCCCC1)c1ccccc1Cl,-4.9%,-0.3,1.6%,.,7.4%,-0.5,-17.3,0.1%,-4.1%
CCOC(=O)C1=C(COC(=O)CCOc2cc(C)ccc2C)NC(=O)NC1C (configuration not stated),5.3%,0.4,1.2%,-3.9%,-8.1%,0.2,-10.5,-0.7%,-3.0%
Cc1nonc1NC(=O)CSc1nnc(-c2ccoc2C)n1C,11.1%,-6.5,-6.1%,-17.9%[57.4 µM],9.8%,0.4,11.3,3.6%,-5.9%
CCn1c(SCC(=O)OCc2ccccc2)nc2c1c(=O)n(C)c(=O)n2C,-1.6%,-3.9,-0.7%,0.0%,10.2%,0.6,-0.3,-23.1%,-1.9%

# Screens as filed in PubChem BioAssay.

# An excerpt; the hit share may differ from the screen's.
